High-throughput results (PubChem)
Efflux pump inh: antifungal efflux pump inhibition, Nile Red retention | S. cerevisiae Candida pump triplex | 0.44% of 330,000 active | inhibition, % at 10 µM;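 active means plate passing quality check with inhibition over a set limit, or well fluorescence over plate mean plus 4 SD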;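 further: Nile Red retained in pooled yeast measured as flow cytometry median fluorescence; 0% = buffer negative control and 100% = Enniatin B positive control; higher means more Nile Red kept so more efflux inhibition; some compounds called inactive have numbers as strong as hits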
CIT2-GFP yeast: yeast TOR pathway CIT2-GFP modulation; S. cerevisiae CIT2-GFP strain, flow cytometry, 3 h; 100 means same as DMSO wells; GFP response vs DMSO, % at 10 µM; 0.065% of 320,000 active; AID 2029;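 active means GFP response relative to DMSO above a set limit, near the screen mean plus 3 SD, cut at about 150% in these data; inconclusive means Fewer than 70 cells measured for a yeast strain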;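 further: ratio of well median GFP fluorescence to mean of DMSO wells on the plate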
MEP2 TOR yeast: modulators of TOR pathway MEP2-GFP in S. cerevisiae; S. cerevisiae MEP2-GFP strain, flow cytometry GFP, 3 h; 100% = DMSO control level; GFP response vs DMSO, % at 10 µM; 0.51% of 330,000 active;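 active means GFP response versus DMSO above a set limit, roughly screen mean plus 3 SD, cut at about 180% in these data; inconclusive means fewer than 70 cells counted for a yeast strain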;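 further: median GFP fluorescence of the barcode-gated MEP2-GFP cells per well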
AHR act: activates the human aryl hydrocarbon receptor. P35869. AHR-responsive luciferase reporter cells, luminescence. activation, % at 5 µM. 2.5% of 320,000 active. AID 2796; in the data active means activation above about 47%;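 further: 0% = vehicle wells and 100% = reference agonist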
Target sequence (P35869 whole entry, looked up): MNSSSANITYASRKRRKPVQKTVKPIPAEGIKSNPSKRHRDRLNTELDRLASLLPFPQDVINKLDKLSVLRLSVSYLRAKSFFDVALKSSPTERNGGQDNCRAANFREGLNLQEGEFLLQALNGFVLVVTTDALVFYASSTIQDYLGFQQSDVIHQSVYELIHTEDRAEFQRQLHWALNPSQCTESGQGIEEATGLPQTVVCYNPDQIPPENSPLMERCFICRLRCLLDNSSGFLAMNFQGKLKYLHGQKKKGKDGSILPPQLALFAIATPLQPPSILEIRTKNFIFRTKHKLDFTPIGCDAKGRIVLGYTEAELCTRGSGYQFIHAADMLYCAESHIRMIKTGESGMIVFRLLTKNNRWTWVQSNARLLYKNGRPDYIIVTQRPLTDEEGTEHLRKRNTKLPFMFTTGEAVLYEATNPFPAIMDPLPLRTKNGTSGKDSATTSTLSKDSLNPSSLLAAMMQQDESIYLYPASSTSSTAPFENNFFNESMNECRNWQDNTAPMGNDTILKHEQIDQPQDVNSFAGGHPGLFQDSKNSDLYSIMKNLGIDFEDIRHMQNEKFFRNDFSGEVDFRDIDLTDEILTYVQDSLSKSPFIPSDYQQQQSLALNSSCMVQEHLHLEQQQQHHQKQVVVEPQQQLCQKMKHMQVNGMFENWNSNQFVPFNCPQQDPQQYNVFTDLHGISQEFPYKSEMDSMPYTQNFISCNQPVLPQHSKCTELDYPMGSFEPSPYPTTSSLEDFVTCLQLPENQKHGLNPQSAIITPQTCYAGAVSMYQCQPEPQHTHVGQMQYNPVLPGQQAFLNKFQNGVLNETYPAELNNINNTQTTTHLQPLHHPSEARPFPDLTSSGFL
LAP4 TOR yeast: modulators of TOR pathway LAP4-GFP in S. cerevisiae | S. cerevisiae LAP4-GFP multiplex, flow cytometry GFP, 3 h; median GFP as percent of DMSO wells | GFP response vs DMSO, % at 10 µM | 0.34% of 320,000 active | AID 2023;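 active means GFP response vs DMSO above a set limit, about the screen mean plus 3 SD, cut at about 150% in these data; inconclusive means under 70 cell events counted for the yeast strain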
AGP1 TOR yeast: yeast TOR pathway AGP1-GFP modulation | 0.02% of 320,000 active | S. cerevisiae AGP1-GFP multiplex flow cytometry, 3 h; GFP as percent of DMSO wells | GFP response vs DMSO, % at 10 µM;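 active means GFP response relative to DMSO above a set limit, near screen average plus 3 SD, cut at about 150% in these data; inconclusive means fewer than 70 cells counted for the yeast strain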;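 further: median GFP channel fluorescence of the gated AGP1 strain per well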
Yeast superoxide: lowers age-related superoxide in aged yeast cells | S. cerevisiae aged cells, superoxide DHE fluorescence; hits give low values | superoxide response (% of plate mean), % at 10 µM | 0.18% of 330,000 active;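 active means superoxide response under a set limit, about three screen SD below normal, cut at about 65% in these data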;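 further: yeast aged for seven days with compound at 30 °C before DHE staining; 100% = average MFI of all compound-treated wells on the plate with controls excluded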
RPL19A TOR yeast: alters RPL19A-GFP fluorescence in TOR pathway yeast screen | AID 2025 | 0.3% of 330,000 active | percent response vs DMSO, % at 10 µM | S. cerevisiae RPL19A-GFP strain, flow cytometry, 3 h; hits give low values;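 active means percent response vs DMSO below 50%; inconclusive means fewer than 70 events counted for the yeast strain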;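 further: median channel GFP fluorescence of the barcoded RPL19A-GFP strain; ratio of sample median GFP to plate DMSO average so 100% = DMSO; lower means less RPL19A-GFP as with rapamycin TOR inhibition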
* marks the source's active call; other numbers are inactive results; ? = inconclusive; . = not tested or not shown; [ ] = dose if it differs, or a comment. Not a hit list; any-hit rate near 3.9%.

Preview (9 entries):
Every second line gives: AGP1 TOR yeast	LAP4 TOR yeast	CIT2-GFP yeast	Efflux pump inh	RPL19A TOR yeast	MEP2 TOR yeast	AHR act	Yeast superoxide
CC[C@H](C)[C@H]1O[C@]2(CC[C@@H]1C)C[C@@H]1C[C@@H](CC=C(C)[C@@H](O[C@H]3C[C@H](OC)[C@@H](O[C@H]4C[C@H](OC)[C@@H](O)[C@H](C)O4)[C@H](C)O3)[C@@H](C)C=CC=C3CO[C@@H]4[C@H](O)C(C)=C[C@@H](C(=O)O1)[C@]34O)O2
 : 90	127	93	0.2	103	104	-2	84
COc1cc(CC(NC(C)=O)C(=O)NC2CCN(S(=O)(=O)c3ccc(NC(C)=O)cc3)CC2)cc(OC)c1 (stereo not drawn)
 : 96	99	97	0.2	103	104	0	97
Cc1ccc(S(=O)(=O)N(OCc2ccccc2)C(C)C(=O)O)cc1 (stereo not drawn)
 : 104	105	96	0.0	95	97	-3	116
CC(C)C[C@H]1CN=C(Nc2ccccc2)N1CC1CCC(C)CC1 (stereo partly drawn)
 : 75	108	66	0.1	92	90	0	109
O=C(NCC(=O)N(Cc1ccco1)C(C(=O)NC1CCCC1)c1cccnc1)c1ccco1 (stereo not drawn)
 : 102	101	97	0.1	103	104	1	111
COC(=O)CN(n1cnnc1)S(=O)(=O)c1ccc(C)cc1
 : 98	98	95	0.2	95	99	1	117
CCN(Cc1ccncc1)C(=O)CC1C(=O)NCCN1Cc1ccc(F)c(F)c1 (stereo not drawn)
 : 98	92	100	0.2	102	102	0	97
O=C(NC(=S)NNS(=O)(=O)c1ccccc1)c1cccnc1
 : .	106	97	0.0	93	94	1	83
CCOc1ccc2c(c1)/C(=N/N1C(=O)c3ccccc3C1=O)C(=O)N2
 : 91	91	87	0.5	98	99	-2	102

All compounds of this part, from the start:
Every second line gives: AGP1 TOR yeast	LAP4 TOR yeast	CIT2-GFP yeast	Efflux pump inh	RPL19A TOR yeast	MEP2 TOR yeast	AHR act	Yeast superoxide
CC[C@H](C)[C@H]1O[C@]2(CC[C@@H]1C)C[C@@H]1C[C@@H](CC=C(C)[C@@H](O[C@H]3C[C@H](OC)[C@@H](O[C@H]4C[C@H](OC)[C@@H](O)[C@H](C)O4)[C@H](C)O3)[C@@H](C)C=CC=C3CO[C@@H]4[C@H](O)C(C)=C[C@@H](C(=O)O1)[C@]34O)O2
 : 90	127	93	0.2	103	104	-2	84
COc1cc(CC(NC(C)=O)C(=O)NC2CCN(S(=O)(=O)c3ccc(NC(C)=O)cc3)CC2)cc(OC)c1 (stereo not drawn)
 : 96	99	97	0.2	103	104	0	97
Cc1ccc(S(=O)(=O)N(OCc2ccccc2)C(C)C(=O)O)cc1 (stereo not drawn)
 : 104	105	96	0.0	95	97	-3	116
CC(C)C[C@H]1CN=C(Nc2ccccc2)N1CC1CCC(C)CC1 (stereo partly drawn)
 : 75	108	66	0.1	92	90	0	109
O=C(NCC(=O)N(Cc1ccco1)C(C(=O)NC1CCCC1)c1cccnc1)c1ccco1 (stereo not drawn)
 : 102	101	97	0.1	103	104	1	111
COC(=O)CN(n1cnnc1)S(=O)(=O)c1ccc(C)cc1
 : 98	98	95	0.2	95	99	1	117
CCN(Cc1ccncc1)C(=O)CC1C(=O)NCCN1Cc1ccc(F)c(F)c1 (stereo not drawn)
 : 98	92	100	0.2	102	102	0	97
O=C(NC(=S)NNS(=O)(=O)c1ccccc1)c1cccnc1
 : .	106	97	0.0	93	94	1	83
CCOc1ccc2c(c1)/C(=N/N1C(=O)c3ccccc3C1=O)C(=O)N2
 : 91	91	87	0.5	98	99	-2	102
CCOC(=O)Cc1nnc(NC(=O)C(CC)Sc2nnc3c4ccccc4n(C)c3n2)s1 (stereo not drawn)
 : 111	106	102	-0.1	102	109	13	106
CC(=O)N1CCN(CC(O)Cn2c3ccccc3c3ccccc32)CC1 (stereo not drawn)
 : 101	102	98	-0.1	98	108	6	86
Cc1ccc(NC(=O)CSc2cn[nH]n2)cc1
 : 103	87	104	-0.1	97	95	0	90
CCOC(=O)NC1C=CS(=O)(=O)C1 (stereo not drawn)
 : 100	97	99	-0.1	97	97	1	107
CN(C(=O)CSc1nnc(-c2n[nH]c3ccccc23)o1)c1ccccc1
 : 105	98	103	0.0	101	107	2	126
COc1ccc(C(=O)NC2CCSc3ccccc32)cc1S(=O)(=O)N1CCOCC1 (stereo not drawn)
 : 109	107	108	0.0	100	99	1	103
COc1ccccc1-c1nnc(SCC(=O)Nc2ccccc2)o1
 : 110	114	109	-0.1	113	117	75*	103
COc1c(O)cc(O)c2c(=O)cc(-c3ccccc3)oc12
 : 101	100	92	0.0	99	103	24	100
CSc1ccc(CN(C)C(=O)c2cccc(S(=O)(=O)N3CCN(Cc4ccccc4)CC3)c2)cc1
 : 103	95	91	0.0	91	89	-1	98
COc1ccc(CCNC(=O)Cc2cc(OC)c(OC)cc2[N+](=O)[O-])cc1OC
 : 100	103	95	0.0	100	101	0	111
O=C(NCC1CCCO1)C(c1cccs1)N(Cc1cccs1)C(=O)Cn1nnc(-c2cccs2)n1 (stereo not drawn)
 : 103	106	98	-0.1	99	109	3	108
Cc1nc2nc(SCC(=O)NCCCN3CCCC3)nn2c(C)c1Cc1ccccc1Cl
 : 99	94	100	0.1	100	113	1	101
CC1(C)C(=O)OC(c2c3ccccc3cc3ccccc23)C(C)(C)C1=O (stereo not drawn)
 : 109	105	106	-0.1	105	101	0	92
C[C@@H](NC(=O)[C@@H]1Cc2ccccc2CN1C(=O)OC(C)(C)C)C(=O)NC1CCCCC1
 : 100	95	108	-0.3	101	103	0	79
CC(C)C(=O)N1CCN(c2ccc(NC(=O)COc3ccccc3[N+](=O)[O-])cc2)CC1
 : 104	110	99	-0.1	91	104	0	116
Cc1nc(Nc2cccc(Cl)c2)c2oc3ccccc3c2n1
 : 79	105	101	0.1	101	115	38	117
CCOc1ncccc1C(=O)Nc1ccccc1N1CCOCC1
 : 123	129	112	0.0	114	130	0	106
CCOC(=O)c1[nH]cnc1C(=O)Nc1ccc(Cl)cc1
 : 95	102	98	0.0	93	93	-4	103
CC(C)(C)OC(=O)N1CCCC1C(=O)N1CCc2ccccc21 (stereo not drawn)
 : 105	100	102	0.0	100	104	12	106
CC(=O)Nc1sc(NC(=O)c2ccc(Cl)cc2)nc1-c1cccs1
 : 99	98	95	0.0	96	100	10	85
O=C(Nc1cccnc1N1CCOCC1)c1cccs1
 : 108	106	106	-0.1	98	110	-2	86
OCCCC1CCCN(Cc2cn[nH]c2-c2ccc(F)cc2F)C1 (stereo not drawn)
 : 100	97	98	0.0	101	102	17	94
CS(=O)(=O)Nc1ccc(C2=NN(C(=O)c3ccco3)C(c3ccccc3)C2)cc1 (stereo not drawn)
 : 109	95	102	0.4	109	99	4	113
Cc1cccc(-c2ccc3ncnc(NCc4cccs4)c3c2)c1
 : 105	112	109	0.0	106	101	21	114
CC(C)=CCN1CCN(Cc2c(C)nn(C)c2Cl)CC1CCO (stereo not drawn)
 : 104	107	103	0.1	105	106	0	92
CCN(CC)CCn1c2c(c(SCC(=O)Nc3nc4ccccc4s3)nc1=O)CCC2
 : 102	103	100	0.0	94	92	14	97
CCC1CCCCN1CCCNC(=O)CCNC(=O)Cn1cnc2ccccc2c1=O (stereo not drawn)
 : 98	98	102	0.0	101	104	-3	103
Cc1ccc(N=C2NC(=O)/C(=C\c3ccsc3)S2)c(C)c1
 : 92	97	100	-20	101	100	15	100
COc1ccc(NC(=O)c2cc(-c3ccc(OC)c(OC)c3)nc3ccccc23)c(OC)c1
 : 95	90	103	-0.3	99	100	9	90
COc1ccc(/C=C/C(=O)OCC(=O)N2CCCCCC2)c(OC)c1
 : 103	106	101	0.1	101	105	1	101
CCC(Sc1ncccc1Nc1ccccn1)C(=O)O (stereo not drawn)
 : 108	105	106	-0.1	99	103	0	79
Cc1cc(NC(=O)c2cccc(S(=O)(=O)N3CCOCC3)c2)no1
 : .	106[may fluoresce violet]	?	0.0	40*[may fluoresce violet]	536*[may fluoresce violet]	3	108
O=C(COc1ccc(S(=O)(=O)N2CCOCC2)cc1Cl)NCCN1CCOCC1
 : 97	99	100	-0.1	102	102	0	99
COc1ccc(C)cc1NC(=O)CN1C(=O)COc2ccc(S(=O)(=O)N3CCOCC3)cc21
 : 110	108	108	-0.1	106	103	2	107
Cc1cccc(NC(=O)c2ccc(COc3ccccc3)o2)n1
 : 90	98	91	-0.1	106	101	6	106
COc1ccc(-c2nnc(SCC(=O)NC(C)C)n2CC2CCCO2)cc1OC (stereo not drawn)
 : 96	99	100	0.0	98	104	2	101
COC(=O)CCC(=O)NC(=S)Nc1ccc(S(=O)(=O)Nc2cc(OC)nc(OC)n2)cc1
 : 57	95	70	0.3	98	104	4	95
CCOC(=O)N1CCN(C(=O)C2CCN(S(C)(=O)=O)CC2)CC1
 : 96	102	103	-0.1	100	102	0	102
CC(C)C(=O)N1CCN(c2ccc(NC(=O)c3ccco3)cc2Cl)CC1
 : 98	85	90	-0.3	99	106	-4	102
COc1cc(/C=N/Nc2ccccc2C(F)(F)F)ccc1O
 : 108	93	123	-0.2	98	103	2	98
COc1nc(N)nc(CC(=O)C2CC2)n1
 : 118	114	112	-0.1	107	103	1	94
CCSc1nnc(NC(=O)C2C3CCC(C3)C2C(=O)O)s1 (stereo not drawn)
 : 102	105	100	-0.1	96	97	-3	113
N#CC1(NC(=O)CN2C(=O)NC(c3ccccc3)(c3ccccc3)C2=O)CCCC1
 : 100	97	91	0.3	98	101	-2	109
CCN(CC)S(=O)(=O)c1ccc(N2CCCC2)c(NS(=O)(=O)c2cccs2)c1
 : 105	91	108	-0.1	99	108	0	75
CC(C)CC(=O)Nc1ccccc1Oc1ccccc1
 : 111	96	114	0.0	109	105	3	95
